TPT1 inh = blocks Candida albicans tRNA 2'-phosphotransferase | hit rate 0.81% among 300,000 | AID 1962 | recombinant caTPT1, FP RNA substrate dephosphorylation | inhibition, % at 5 µM;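 active = inhibition above the mean of all tested compounds plus 3 SD, set per screening campaign, cut at about 24% in these data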;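 note: plate controls were DMSO alone for no effect and ferristatin control at 100 nM for full effect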
PME-1 primary = blocks human protein phosphatase methylesterase 1; Q9Y570; recombinant PME-1, FP-Rh probe fluorescence polarization; inhibition, % at 5.9 µM; hit rate 0.53% among 320,000;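 active = inhibition above the campaign mean of all compounds plus 3 SD, cut at about 26% in these data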;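 note: competitive labeling of PME-1 active site by serine hydrolase directed probe; 0% = PME-1 with DMSO and 100% = wells lacking PME-1 enzyme; inhibitors block probe labeling so polarization falls and inhibition rises; many of its hits are not listed in these tables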
Fam108B counter = Fam108B inhibition, counter-screen for RBBP9 inhibitors; recombinant Fam108B, FP-Rh probe fluorescence polarization; inhibition, % at 9.51 µM; hit rate 0.33% among 300,000; AID 1947;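 active = inhibition above the screen mean inhibition plus 3 SD, computed separately per campaign, cut at about 18% in these data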;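 note: inhibitors lower polarization as less probe binds the enzyme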
MEX-5 binding = C. elegans MEX-5 TCR-2 RNA binding activity | activity score (negative = inhibition of binding), % at 10 µM | MEX-5/FITC-TCR2 RNA binding, fluorescence polarization; hits give low values | hit rate 0.38% among 300,000 | Q9XUB2;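 active = inhibition past about -25% in most replicates, and total fluorescence under double the plate's negative control median, limit read from the data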;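 note: 0% = DMSO and -100% = 5 µM competing unlabeled TCR2 RNA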
GLD-1 TGE inh = GLD-1-TGE RNA interaction inhibition (C. elegans). Q17339. purified GLD-1 + fluorescein TGE RNA, fluorescence polarization. inhibition, % at 5.96 µM. hit rate 0.44% among 320,000. AID 2280;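 active = percent inhibition above a per-plate cutoff, the plate mean of test compounds plus 3 SD, cut at about 30% in these data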;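 note: 0% = DMSO wells with GLD-1 and probe and 100% = wells lacking GLD-1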
PAD4 inh = blocks human protein arginine deiminase 4; Q9UM07; recombinant PAD4, RCA probe fluorescence polarization; inhibition, % at 6.36 µM; hit rate 0.41% among 330,000;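 active = percent inhibition above a cutoff equal to the mean of all tested compounds plus 3 SD, cut at about 15% in these data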;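 note: 0% = PAD4 with RCA probe and DMSO and 100% = probe without PAD4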
BCLXL inh = blocks human Bcl-xL binding to Bim BH3 peptide; Q07817; GST-Bcl-xL / FITC-Bim BH3 peptide fluorescence polarization; inhibition, % at 10.9 µM; hit rate 0.7% among 320,000;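 active = inhibition above the mean of all tested compounds plus 3 SD, cutoff set per campaign, cut at about 30% in these data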;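 note: 0% = DMSO wells and 100% = unlabeled Bim-BH3 peptide competitor; inhibitors lower millipolarization by displacing the labeled peptide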
Target sequence (Q07817 whole entry, looked up): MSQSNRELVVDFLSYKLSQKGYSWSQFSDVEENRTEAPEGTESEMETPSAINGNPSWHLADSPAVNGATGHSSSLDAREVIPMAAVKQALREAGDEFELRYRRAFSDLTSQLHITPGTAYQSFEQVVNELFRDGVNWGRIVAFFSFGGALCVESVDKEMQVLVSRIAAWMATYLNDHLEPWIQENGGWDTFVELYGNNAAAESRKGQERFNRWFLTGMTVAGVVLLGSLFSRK
GSTO1 inh = blocks human GSTO1 in RBBP9 counter-screen; P78417; recombinant GSTO1, activity-based probe fluorescence polarization; inhibition, % at 5.96 µM; hit rate 1.1% among 300,000;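 active = inhibition above the campaign mean inhibition plus 3 SD, cut at about 35% in these data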;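 note: 0% = GSTO1-1 with DMSO and 100% = wells lacking GSTO1-1 enzyme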
Target sequence (P78417 whole entry, looked up): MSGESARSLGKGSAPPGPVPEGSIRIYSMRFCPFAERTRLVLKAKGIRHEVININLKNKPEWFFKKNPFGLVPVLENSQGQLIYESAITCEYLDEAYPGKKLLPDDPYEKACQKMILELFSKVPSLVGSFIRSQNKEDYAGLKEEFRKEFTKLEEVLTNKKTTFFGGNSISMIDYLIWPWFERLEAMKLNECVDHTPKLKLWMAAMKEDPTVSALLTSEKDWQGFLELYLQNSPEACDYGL
MCL1-BIM inh = inhibitors of human MCL1 binding to BIM-BH3 peptide; inhibition, % at 10.9 µM; hit rate 0.68% among 320,000; GST-MCL1 / FITC-Bim-BH3 fluorescence polarization;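 active = inhibition above the mean inhibition of all tested compounds plus 3 SD, set per campaign, cut at about 40% in these data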;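 note: 0% = DMSO wells and 100% = unlabeled Bim-BH3 peptide control; higher means more loss of mP so more displacement of Bim peptide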
Target sequence (Q07820 whole entry, looked up): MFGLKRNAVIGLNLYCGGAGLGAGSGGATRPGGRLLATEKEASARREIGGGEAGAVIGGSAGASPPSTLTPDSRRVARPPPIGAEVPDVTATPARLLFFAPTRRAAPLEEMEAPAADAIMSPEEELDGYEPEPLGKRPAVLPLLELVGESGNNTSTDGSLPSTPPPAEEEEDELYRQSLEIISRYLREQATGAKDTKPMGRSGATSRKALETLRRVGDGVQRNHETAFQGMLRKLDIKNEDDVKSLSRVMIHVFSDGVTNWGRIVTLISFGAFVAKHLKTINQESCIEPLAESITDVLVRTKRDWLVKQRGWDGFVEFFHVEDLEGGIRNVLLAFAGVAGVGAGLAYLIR
* hit, by the source's call; · = not tested or not shown. Not all compounds are listed, so the mix of outcomes need not match the whole.

compound	TPT1 inh	PME-1 primary	Fam108B counter	MEX-5 binding	GLD-1 TGE inh	PAD4 inh	BCLXL inh	GSTO1 inh	MCL1-BIM inh
C/C(=N\NC(=O)c1cc(-c2cccnc2)nc2ccccc12)c1ccccc1O	0.8	-2.3	8.9	·	0.6	-4.0	9.7	-8.0	6.3
COc1ccc(CNCc2ccccc2C(F)(F)F)cc1	-3.2	-5.7	-2.8	-2.7	1.3	-1.9	-4.4	5.0	-4.2
CC(C)(C)OC(=O)N1CCC(Cc2cc(-c3ccc(Cl)cc3)no2)(C(=O)O)CC1	3.2	1.6	1.6	-2.3	3.7	5.5	3.1	-0.8	3.4
CC1=NN(C(=O)c2ccccc2-n2cccc2)C(O)(C(F)(F)F)C1 (stereo not drawn)	1.8	0.1	-2.6	0.5	10.9	-2.1	-1.8	12.3	1.5
Cc1ccc(NC(=O)CCC(=O)NNS(=O)(=O)c2ccccc2)c(C)c1	-2.6	-2.0	-2.6	0.1	-2.4	-3.6	2.7	-4.5	2.9
Nc1ccc2c(c1)nc(Cc1ccccc1)n2CCO	-1.5	4.2	5.7	0.1	7.3	-6.9	6.2	12.7	5.1
CN(c1ccccc1)c1nccc(=O)[nH]1	-1.1	1.6	0.8	0.1	5.1	1.1	1.6	0.4	-1.9
CCCC(=O)NCCc1ccc(S(N)(=O)=O)cc1	-5.2	4.1	1.6	1.2	2.2	-1.3	-0.1	2.7	2.7
CCOC(=O)N1CCC(NC(=O)C2CCCN(S(=O)(=O)c3ccc4c(c3)oc(=O)n4C)C2)CC1 (stereo not drawn)	-4.7	-0.7	-1.9	0.4	-1.5	-2.8	3.9	5.0	4.0
COc1ccc(C2c3c4c(n(C)c3CCN2C)CCN(C)C4c2ccc(OC)cc2)cc1 (stereo not drawn)	-2.8	-1.9	1.3	1.8	4.3	-3.3	1.5	0.3	4.0
CCOC(=O)c1c(S(=O)(=O)NCC(=O)N2CCN(c3ccccc3)CC2)c(C)n(C)c1C	-1.5	-3.7	0.8	2.0	-2.5	-2.3	5.8	-4.1	-6.8
O=C(O)c1ccn2c(C(=O)c3ccc(Cl)cc3)c(-c3ccccc3)cc2c1	-2.3	-9.2	-2.2	0.1	-0.2	-6.5	8.7	-27.0	4.5

compound	TPT1 inh	PME-1 primary	Fam108B counter	MEX-5 binding	GLD-1 TGE inh	PAD4 inh	BCLXL inh	GSTO1 inh	MCL1-BIM inh
COc1cc(S(=O)(=O)NCCCn2ccnc2)ccc1F	3.6	0.2	4.8	0.9	0.9	-0.6	1.8	4.5	-0.6
Cc1cccc(NC(=S)NC2CCSc3ccccc32)c1 (stereo not drawn)	1.1	8.5	-6.5	-1.7	11.2	0.9	-2.0	-9.8	-10.4
CC(C)n1cc(C(=O)N2CCCC(N3CCN(c4ccc(F)cc4)CC3)C2)cn1 (stereo not drawn)	0.0	7.0	4.7	0.6	-3.1	-3.5	1.7	-3.1	3.2
Cc1ccc(NC(=O)c2c(O)c3ccccc3n(C)c2=O)nc1	-0.2	-0.7	1.6	1.0	-2.0	0.0	5.0	-0.9	-4.6
Cc1cc(C)c2sc(N(CCCN(C)C)C(=O)c3ccc(S(=O)(=O)N(C)Cc4ccccc4)cc3)nc2c1	-2.1	-0.1	2.5	1.5	9.6	-2.2	-1.8	1.1	0.3
O=C1N/C(=C/c2ccco2)C(=O)N1Cc1ccccc1F	0.5	2.2	6.5	-0.4	1.3	-3.6	9.2	2.5	-5.2
COc1ccc(N2CCN(S(=O)(=O)c3cccs3)CC2)cc1	-3.6	1.3	-0.6	-0.1	-4.7	1.3	1.9	0.0	-5.7
CS(=O)(=O)N1CCN(c2ccc(NC(=O)CSc3nnc(-c4ccco4)o3)cc2)CC1	-1.5	-6.3	-0.1	2.6	6.4	-6.2	2.2	-5.4	8.9
COc1ccc(CC(=O)NNC(=S)Nc2ccccc2)cc1Cl	-1.4	-7.0	-0.6	-3.0	2.5	-0.9	4.3	1.1	5.8
Cc1ccc(S(=O)(=O)N2CCC(C(=O)OCC(=O)N(C)c3ccccc3)CC2)cc1C	-0.9	14.3	2.8	-1.4	3.6	4.8	15.2	-8.8	-1.6
Cc1ccc(S(=O)(=O)NCCCN2CCCC2)cc1	0.7	-2.6	-2.8	1.9	1.8	-0.8	-2.8	4.9	0.8
CC(/C=N/NC(=O)Cn1nnc(N)n1)=C\c1ccc(C(C)C)cc1	7.0	-3.3	1.5	-0.5	-7.4	2.7	-2.3	0.6	-3.9

compound	TPT1 inh	PME-1 primary	Fam108B counter	MEX-5 binding	GLD-1 TGE inh	PAD4 inh	BCLXL inh	GSTO1 inh	MCL1-BIM inh
CCNCc1cc2cc(C)ccc2[nH]c1=O	3.2	-6.8	-7.7	0.1	2.1	-1.1	4.9	7.7	-0.1
Fc1ccc(Cn2nnnc2CN2CCN(C3CCCC3)CC2)cc1	1.1	1.1	1.7	-2.1	1.3	-0.3	-0.2	-4.8	6.3
Cc1ccc2[nH]c(=O)c(CN(C(=O)c3cccc([N+](=O)[O-])c3)C(C)C)cc2c1	0.0	-0.4	2.8	-0.3	7.2	0.4	4.9	-3.2	-3.3
CNC(=O)c1c(NC(=O)CS(=O)(=O)c2ccccc2)sc(C)c1C	3.0	2.0	-1.9	-0.9	-6.9	-5.3	-3.0	4.3	0.6
CCCc1cc(C(=O)Nc2sc(C)c(CC)c2C#N)no1	-1.8	3.5	4.0	-1.5	4.2	-7.9	2.8	-18.6	11.0
CCOC(=O)C(NC(=O)c1ccccc1)=C1CCCCC1	-3.1	-1.7	1.7	1.3	-4.1	-3.8	6.7	0.8	4.4
COC(=O)Cc1ccc(OC(=O)c2cccc(S(=O)(=O)N3CCN(C)CC3)c2)cc1	0.6	-3.9	-2.0	1.6	7.1	-3.4	0.8	-6.1	-5.9
Cc1cc(C)nc(NC(=O)/C=C/c2ccccc2Cl)c1	-0.7	-7.5	-0.5	-2.8	-0.3	-5.8	4.2	-5.4	-1.0
Cc1ccc(S(=O)(=O)Nn2c(C)nnc2-n2nc(C)cc2C)cc1	4.9	1.1	2.6	-1.1	-8.9	-12.8	3.5	-0.9	-5.3
COC(=O)/C=C1\S/C(=N/N=C/c2ccc(Cl)cc2)NC1=O	1.4	1.5	-3.2	0.5	3.8	-1.9	3.1	-9.2	-3.0
C/C(=C\C(=O)c1ccc(Br)cc1)Nc1ccc(Cl)cc1	-0.3	2.3	-5.0	-3.4	0.2	-30.8	4.8	7.7	6.3
CCOC(=O)c1nn(C)c(C)c1Cl	-2.7	-10.3	-5.0	-0.5	2.6	0.8	0.1	0.2	1.9

compound	TPT1 inh	PME-1 primary	Fam108B counter	MEX-5 binding	GLD-1 TGE inh	PAD4 inh	BCLXL inh	GSTO1 inh	MCL1-BIM inh
Cc1ccccc1NC(=O)C(C)c1ccc(-c2ccccc2)c(F)c1 (stereo not drawn)	-1.0	-3.5	-3.1	0.1	3.8	1.1	-0.1	2.2	3.7
CSCC[C@H](NC(=O)N1CCn2c1nc1ccccc12)C(=O)NC1CCCCC1	-5.3	-3.7	-2.3	2.1	9.3	-2.8	5.9	2.4	-1.7
COC(=O)[C@H](Cc1ccccc1)NC(=O)Nc1ccc(OC)cc1	-0.3	-0.3	-0.9	-2.5	3.5	0.8	0.6	5.7	2.0
CCOC(=O)c1sc(/S(C)=N\S(=O)(=O)c2cccc(Cl)c2)c2c1CCC=C2 (stereo not drawn)	-2.1	6.1	3.7	0.6	4.9	0.0	6.5	12.0	5.3
Cc1ccc(S(=O)(=O)N(CC(=O)NCCSc2ccccn2)c2ccc(C)c(C)c2)cc1	1.4	9.6	4.8	1.0	10.0	-4.8	-0.3	-4.8	2.4
O=C(Nc1ccccc1F)c1ccc(-n2cncn2)nc1	-0.3	2.0	7.1	0.1	-9.4	-3.7	0.1	-0.9	-2.3
O=C(/C=C/c1ccccc1[N+](=O)[O-])N1CCCCC1	1.4	-1.1	-0.9	3.4	-1.8	1.7	0.0	1.6	0.9
Cc1cc2oc(C(=O)N(Cc3cccs3)C3CCS(=O)(=O)C3)cc(=O)c2cc1Cl (stereo not drawn)	-4.8	2.2	1.1	0.6	3.1	6.1	4.2	3.4	1.9
CCOC(=O)c1c(C)n(C)c2ccc(O)c(CN(CC)CC)c12	-2.2	2.6	6.3	2.4	0.6	2.6	-1.9	5.5	-9.0
COC(=O)c1cc(OC)c(OC)cc1NC(=O)CSc1ccccc1	-1.0	-0.2	-4.8	1.7	-6.6	-0.6	2.3	5.3	-7.8
COc1cc(S(=O)(=O)NCCN2CCOCC2)ccc1-n1cnnn1	-9.3	0.8	1.3	0.4	0.0	-2.4	3.1	5.4	7.6
CN1C(=O)[C@H](Cc2ccc([N+](=O)[O-])cc2)NC1=S	4.1	7.3	-0.9	3.5	2.4	-3.8	-3.2	3.9	-1.7

compound	TPT1 inh	PME-1 primary	Fam108B counter	MEX-5 binding	GLD-1 TGE inh	PAD4 inh	BCLXL inh	GSTO1 inh	MCL1-BIM inh
O=C(COC(=O)c1ccc(S(=O)(=O)N2CCOCC2)cc1)NCc1cccs1	-6.6	3.4	-2.6	1.2	-6.5	-8.1	-1.7	-0.7	-8.8
CC1=C(C(=O)Nc2ccccn2)C(c2ccc(Cl)cc2)NC(=S)N1 (stereo not drawn)	0.0	-5.8	0.1	0.5	-1.7	-3.3	-0.2	0.9	4.1
Cc1cc2cc(CNC(=O)C3CC3)ccc2n1C	-2.6	-6.2	-2.6	-3.4	11.5	5.6	14.8	9.1	13.3
Cc1cccc(Nc2nc(N)c([N+](=O)[O-])c(N3CCOCC3)n2)c1	-0.8	-6.4	0.3	1.9	3.7	-1.1	1.1	-3.4	-5.3
CC(C)(OC(=O)c1cccs1)c1cc2ccccc2c(=O)o1	·	3.9	·	·	-2.2	-0.9	3.6	·	3.7
O=C1[C@@H]2[C@H](C(=O)N1Cc1cccnc1)[C@H]1C=C[C@@H]2C1	2.6	-1.2	3.6	2.7	6.0	-4.1	0.0	6.9	1.4
CC(O)Cn1c(=O)c2c(nc(Br)n2Cc2ccccc2)n(C)c1=O (stereo not drawn)	-2.4	3.9	-1.1	-1.8	2.5	2.8	0.3	12.9	2.5
COCCN(C)C(=O)CC1C(=O)NCCN1CC(c1ccccc1)c1ccccc1 (stereo not drawn)	2.9	2.6	-1.0	0.0	16.6	-7.5	26.9	2.7	28.6
O=C(COC(=O)C1c2ccccc2Oc2ccccc21)NC1CCS(=O)(=O)C1 (stereo not drawn)	0.7	-4.6	3.4	0.6	-4.8	-3.1	-2.6	0.5	-3.2
S=c1nc(-c2ccccc2)[nH]n1-c1ccccc1	0.7	5.0	-0.1	0.6	4.8	-0.9	-1.5	-1.9	-8.2
COCC(=O)N1CCCC(C(=O)c2ccc(-c3ccccc3)c(F)c2)C1 (stereo not drawn)	-1.4	-1.5	-3.6	0.5	-1.6	-3.8	0.0	-8.1	1.7
COc1ccc(N(C(=O)Nc2ccc(Cl)cc2)C2=NCCC2)cc1	-0.6	-6.6	-0.4	0.5	5.7	0.9	1.8	8.3	6.2
NC(=S)N=Nc1c(O)n(C2OC(=O)c3ccccc32)c2ccccc12 (stereo not drawn)	-4.8	-9.4	0.0	-5.2	-6.8	5.4	-1.5	5.5	7.2
Cn1c(=O)[nH]c(=O)c2c1nc(Br)n2CCSc1ncccn1	-2.2	7.0	1.1	0.2	-1.3	-2.0	-0.6	1.1	4.0
CCOC(=O)N1CCN(S(=O)(=O)c2ccc(OCC)cc2)CC1	1.8	1.6	2.2	1.8	-4.1	2.4	1.9	-2.1	5.6
